MEKK2wt PB1 HTS: modulators of MEK5 binding to wildtype MEKK2, primary screen, biochemical, multiplex bead flow cytometry, Alexa488-MEK5. Mitogen-activated protein kinase kinase kinase 2 (Homo sapiens), Q9Y2U5. Alexa488-MEK5 binding to MEKK2 WT; actives lie on both sides. binding response (% of control), % at 10 µM. hit rate 1.1% among 290,000; in the data active = binding response below about 67% or above about 130%
SUMO HTRF inh: inhibitors of in vitro SUMOylation cascade, primary screen, biochemical, HTRF, uHTS; SUMO-conjugating enzyme UBC9 (Homo sapiens), P63279; HTRF SUMOylation assay, SAE1/SAE2 + UBC9; inhibition, % at 35 µM; hit rate 0.36% among 290,000; AID 2006, 2009; in the data active = inhibition above about 50%, passing the limit was not always enough; also: strong numbers were not always called active
NALP1 inh: NALP1 inflammasome inhibitors in reconstituted yeast, colorimetric, S. cerevisiae, triplicate retest | AID 2071, 2009 | inhibition, % at 10 µM | hit rate 0.61% among 280,000 | S. cerevisiae NALP1/ASC/caspase-1 growth, X-gal OD620, 72 h; in the data active = inhibition mostly above about 24%, no sharp cut-off; inactive = mostly below about 32%; also: some compounds called inactive have numbers as strong as hits
pCIP destab: p/CIP-EGFP fusion destabilizers, primary screen, fluorescence, F442A cells; Q05BA5; 16 h; decrease of EGFP signal, % at 10 µM; hit rate 0.01% among 290,000; AID 1984, 2009;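 active = EGFP signal decrease of at least 30% at 10 µM or well 3 SD below plate mean, unless failing retest; inactive = the rest, including hits failing retest or dose response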; also: some compounds called inactive have numbers as strong as hits; many of its hits are not listed in these tables
IDE inh: human IDE inhibitors in live cells, primary screen, fluorescence polarization, HEK cells, FAbetaB substrate | inhibition, % at 5.59 µM | Insulin-degrading enzyme (Homo sapiens), P14735 | AID 434962, 2010 | FAbetaB cleavage | hit rate 0.41% among 320,000;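 active = percent inhibition above the average of all tested compounds plus 3 SD, set per screening campaign, cut at about 16% in these data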;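 also: IDE supplied by intact live HEK cells; FP after avidin binding of uncleaved biotin substrate so inhibition keeps polarization high; 0% = DMSO wells and 100% = 60 µM reference IDE inhibitor Ii1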
Target sequence (P14735 whole entry, looked up): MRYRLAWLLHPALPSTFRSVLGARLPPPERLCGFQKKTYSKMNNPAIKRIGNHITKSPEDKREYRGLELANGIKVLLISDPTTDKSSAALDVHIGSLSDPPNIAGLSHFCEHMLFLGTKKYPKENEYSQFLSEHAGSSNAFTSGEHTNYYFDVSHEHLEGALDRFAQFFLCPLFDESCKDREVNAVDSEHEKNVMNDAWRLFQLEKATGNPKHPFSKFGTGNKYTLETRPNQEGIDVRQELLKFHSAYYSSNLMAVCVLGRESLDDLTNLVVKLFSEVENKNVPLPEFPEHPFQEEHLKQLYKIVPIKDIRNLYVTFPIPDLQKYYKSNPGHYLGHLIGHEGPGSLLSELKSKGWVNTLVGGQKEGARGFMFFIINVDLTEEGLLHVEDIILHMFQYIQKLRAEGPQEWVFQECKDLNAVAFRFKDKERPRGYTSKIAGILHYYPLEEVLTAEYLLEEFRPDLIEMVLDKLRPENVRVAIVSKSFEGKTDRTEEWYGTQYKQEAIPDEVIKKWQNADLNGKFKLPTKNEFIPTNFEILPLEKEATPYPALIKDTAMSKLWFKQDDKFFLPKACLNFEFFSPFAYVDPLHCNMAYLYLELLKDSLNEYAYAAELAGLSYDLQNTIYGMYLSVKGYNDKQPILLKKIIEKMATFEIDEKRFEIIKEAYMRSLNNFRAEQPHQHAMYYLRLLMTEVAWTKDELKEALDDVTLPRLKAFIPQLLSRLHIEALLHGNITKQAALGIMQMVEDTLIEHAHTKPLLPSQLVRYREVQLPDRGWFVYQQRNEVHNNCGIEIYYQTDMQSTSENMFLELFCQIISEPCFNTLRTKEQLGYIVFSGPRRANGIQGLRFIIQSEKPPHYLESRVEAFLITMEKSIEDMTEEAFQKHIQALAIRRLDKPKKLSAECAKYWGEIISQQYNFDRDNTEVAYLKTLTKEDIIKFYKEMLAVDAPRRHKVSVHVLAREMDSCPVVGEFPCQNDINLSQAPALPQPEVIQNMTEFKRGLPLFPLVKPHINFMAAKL
MEKK3 PB1 HTS: modulators of MEKK3-MEK5 PB1 binding, primary screen, biochemical, wildtype MEKK3, multiplex bead flow cytometry, Alexa488-MEK5 | hit rate 1.4% among 290,000 | binding response (% of control), % at 10 µM | bead-based flow cytometry, Alexa488-MEK5 binding to MEKK3; actives lie on both sides; 0 = blocked by unlabeled MEK5, 100 = vehicle | Mitogen-activated protein kinase kinase kinase 3 (Homo sapiens), Q99759;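 active = binding response more than 3 SD above or below the average of its plate-row segment, actives on both sides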;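 also: Alexa488 bead fluorescence after subtracting the streptavidin-only scavenger bead signal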
PfM18AAP inh: PfM18AAP inhibitors, malaria aminopeptidase, primary screen, biochemical, QFRET, recombinant enzyme; H-Glu-NHMec fluorogenic cleavage; inhibition, % at 7.35 µM; hit rate 1.2% among 290,000; AID 1822, 2009;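 active = inhibition above the campaign mean inhibition over all tested compounds plus 3 SD, cut at about 28% in these data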;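 also: 0% = plate median of test compound wells and 100% = 2 mM ZnCl2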
IDE cell activ: human IDE activators in live cells, primary screen, fluorescence polarization, HEK cells, FAbeta-B substrate. hit rate 0.073% among 340,000. activation, % at 5.96 µM. FAbeta-B cleavage; 0% vehicle, 100% cell-free pure enzyme wells;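 active = activation above the mean of all tested compounds plus 3 SD, set per screening campaign, cut at about 17% in these data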
MEKK2 mut-MEK5: MEK5 binding signal on mutant MEKK2 PB1, primary screen, biochemical, multiplex bead flow cytometry, Alexa488-MEK5. Alexa488-MEK5 binding to MEKK2 mutant. percent response, % at 10 µM. hit rate 0.35% among 290,000. AID 1530, 2009; in the data active = percent response above about 24%, passing the limit was not always enough; also: inactives centre near 1; some results filed as inactive read as strong as hits; reference of the scale not given here
The depositor's hits bear a star; . = no result given. This is a subset; the hit share may differ from the screen's.

SMILES	MEKK2wt PB1 HTS	SUMO HTRF inh	NALP1 inh	pCIP destab	IDE inh	MEKK3 PB1 HTS	PfM18AAP inh	IDE cell activ	MEKK2 mut-MEK5
Cc1c(NC(=O)CC2CC(C)OC2=O)c(=O)n(-c2ccccc2)n1C (stereo not given)	102	.	.	.	-2	100	-4	-4	-1
CC(=O)CSc1nnc(-c2ccco2)n1-c1ccccc1	97	1	-2	8	6	98	0	-1	-3
COc1ccc(S(=O)(=O)NC(CC(=O)NCc2ccc3c(c2)OCO3)c2ccco2)cc1 (stereo not given)	106	19	-10	4	5	108	-1	-1	12
COc1ccc(N(CC(=O)Nc2ccc(C)c(C)c2)S(=O)(=O)c2c(C)n[nH]c2C)cc1	.	0	1	-3	-3	.	-4	3	.
N/C(=N\OC(=O)CCC1CCCC1)c1ccc(Br)cc1	101	-12	7	25	4	97	6	2	3
COc1cc(C=O)ccc1Oc1nnnn1-c1ccc(C(N)=O)cc1	109	6	10	-11	1	106	0	9	5
CCC(C)[C@H](NC(=O)[C@H](Cc1ccccc1)n1c(=O)[nH]c2ccccc2c1=O)C(=O)N1CCC(C(=O)O)CC1 (stereo not given in full)	101	0	1	2	-3	101	0	3	1
Cc1cc(/C=c2/sc3nc4ccccc4n3c2=O)c(C)n1-c1ccccn1	100	35	11	-12	7	105	2	-3	6
O=C(NC1CCCCCC1)C1c2ccccc2C(=O)N1CCCN1CCOCC1 (stereo not given)	97	-17	13	5	12	100	6	1	1
O=C(c1ccc(S(=O)(=O)N2CCOCC2)cc1)N1CCCc2ccccc21	96	-14	10	-1	-7	97	-6	5	-2
CCC(=O)N(Cc1cc2ccccc2[nH]c1=O)c1ccc(OC)cc1	95	-2	-4	-9	11	101	3	4	-4
Cc1nnsc1C(=O)N1CCC(CO)(Cc2ccccc2Cl)CC1	105	-12	-44	2	5	105	2	3	5
O=C(Nc1ccncc1)c1ccc(-c2ccccc2)cc1	104	-5	8	2	10	104	-8	-10	3
O=C(O)c1cccc(-c2ccc(/C=N/NC(=O)C3COc4ccccc4O3)o2)c1 (stereo not given)	98	7	-5	1	-3	103	4	3	-2
CN1c2ccsc2/C(=N/NC(=O)c2c(F)cccc2F)CS1(=O)=O	107	-12	16	-31	0	104	-15	-1	7
COCc1ccc(CN2CCC(N3CCC(C(=O)N4CCCC4)CC3)CC2)o1	108	-6	27	5	4	102	0	-1	1
N/C(=N\S(=O)(=O)c1cc(C(F)(F)F)cc(C(F)(F)F)c1)c1ccc(Cl)cc1	93	-12	-3	-6	-4	91	0	8	-5
O=C(CCCC(=O)OCC(Cl)=C(Cl)Cl)Nc1ccccc1	112	-8	37	-8	-3	94	-10	3	1
O=C(N[C@H](C(=O)O)c1ccccc1)C1CCC(Cn2nnc3ccccc3c2=O)CC1 (stereo not given in full)	96	-4	6	2	0	94	7	.	-6
C/C=C/Cn1c(Br)nc2c1c(=O)[nH]c(=O)n2C	98	-16	-3	9	-2	99	2	2	0
Cc1cccc(C)c1NC(=O)CSc1nc(COc2ccccc2)nc2ccccc12	93	-15	1	-17	-2	96	-2	-2	-3
C=CCn1c(O)c(N=NC(=S)Nc2ccc(OC)cc2)c2ccccc21	92	-31	-2	2	17*	95	5	4	-1
CCOC(=O)c1sc(C)c2c(=O)n(CCc3ccccc3)nnc12	105	25	9	-12	5	112	2	2	9
O=C1CC(N2CCN(Cc3ccc4c(c3)OCO4)CC2)C(=O)N1Cc1ccc(N2CCCC2=O)cc1 (stereo not given)	108	-15	-5	4	-1	106	-73	-2	3
c1ccc(-n2nnnc2NC2CCCCC2)cc1	94	-13	14	-1	-10	90	-8	5	-3
(listing goes on)
SMILES	MEKK2wt PB1 HTS	SUMO HTRF inh	NALP1 inh	pCIP destab	IDE inh	MEKK3 PB1 HTS	PfM18AAP inh	IDE cell activ	MEKK2 mut-MEK5
CC1(C)N=C(N)NC(Nc2ccc(Br)cc2)=N1	95	32	19	-15	4	86	-18	0	0
C=CCSc1nnc(-c2nnc(SCC=C)n2CC)n1CC	111	19	4	-2	1	102	0	-5	2
O=C(NCc1n[nH]c(=S)n1-c1ccc(Br)cc1)c1ccc(S(=O)(=O)N2CCOCC2)cc1	108	16	18	-19	5	103	28*	-1	4
O=C(NCc1ccc(Cl)cc1Cl)C1CCN(S(=O)(=O)c2ccc3c(c2)OCCCO3)CC1	106	-6	15	-14	3	96	1	1	-4
Cc1ccc(S(=O)(=O)N/N=C2/CC(c3ccccc3)Oc3ccccc32)cc1 (stereo not given)	101	-13	5	-13	-1	98	4	0	3
C=CCC(O)(CC=C)CNC(=O)c1ccc(OC)c(OC2CCN(C(C)=O)CC2)c1	108	-6	12	5	.	102	2	-1	-1
Cc1cc(NC(=O)CSc2nnc(-c3ccccc3)n2Cc2ccco2)no1	104	0	15	-7	-1	101	0	-3	-1
O=C(CSc1nnc(-c2ccc([N+](=O)[O-])cc2)o1)Nc1ccccn1	86	2	21	-9	-1	94	8	-1	-8
CCOCCCNc1ncnc2c1nc1n2CCCC1	100	-15	18	10	.	98	2	1	-4
COc1ccc2[nH]c(=O)cc(C(=O)O)c2c1	89	44	4	-14	5	97	6	10	-9
CC(=O)N(C)c1ccc(NC(=O)Nc2ccccc2C)cc1	101	22	11	-12	0	100	1	-2	6
N=c1c2c(-c3ccccc3)c(-c3ccccc3)n(Cc3ccco3)c2ncn1CCN1CCOCC1	115	2	2	-19	4	101	0	-6	2
C/C(=N\NC(=O)c1nn(C)cc1Br)c1cccc(NC(=O)c2ccncc2)c1	94	-9	27	6	-3	99	4	-5	-3
CCOC(=O)C1CCN(C(=O)c2ccc(CNS(=O)(=O)c3ccc(OC)cc3)cc2)CC1	106	7	3	7	3	105	5	-1	5
COc1ccc(/C=N/OCC(=O)NCC(C)C)c(OC)c1	102	6	-4	-8	3	104	-4	2	1
Cn1c(=O)c(=O)n(C)c2cc(S(=O)(=O)NCCc3ccccc3)ccc21	98	12	-10	8	1	97	-8	0	-3
COc1ccc(-c2sc3ccc(N4CCOCC4)cc3c2-c2ccc(OC)c(F)c2)cc1	97	-13	2	4	-1	103	2	1	-6
CC1=[N+](C)c2c(ccc3cccnc23)C1(C)C	-9.0*	90*	-4	-43	.	91	8	-2	-15
O=c1oc2ccccc2c(Nc2ccccc2)c1[N+](=O)[O-]	104	12	5	-3	-8	103	-1	6	4
O=C(/C=C/c1ccc(O)c(O)c1)c1ccccc1O	94	10	-18	-15	-6	95	72*	-1	-10
COc1cc(C(=O)NC2CCN(Cc3nnnn3Cc3cccs3)CC2)cc(OC)c1OC	103	15	-2	3	1	101	2	4	-5
CCC(C)NC(=O)c1ccc(NS(=O)(=O)c2ccc3[nH]c(=O)[nH]c3c2)cc1 (stereo not given)	101	11	6	-15	-3	103	-9	-3	13
CN1c2ccc(C=O)c3c(C=O)ccc(c23)N(C)C1(C)C	99	35	15	-8	-1	101	25	4	1
O=C(COC(=O)C(Cc1ccccc1)NC(=O)c1ccccc1)c1ccccc1 (stereo not given)	103	1	25	-10	3	104	-1	4	0
COc1ccc(/C=C(/NC(=O)c2ccccc2Cl)C(=O)O)cc1	93	4	-4	-3	4	95	3	0	-9
(listing goes on)
SMILES	MEKK2wt PB1 HTS	SUMO HTRF inh	NALP1 inh	pCIP destab	IDE inh	MEKK3 PB1 HTS	PfM18AAP inh	IDE cell activ	MEKK2 mut-MEK5
COC(CNC(=O)c1c[nH]c2ccc(S(=O)(=O)N(C)c3ccc(F)cc3)cc2c1=O)OC	105	-14	18	1	3	101	5	2	3
O=C(Nc1ccc2c(c1)OCCO2)C1CC1c1ccccc1 (stereo not given)	101	-12	26	6	2	116	13	0	0
CC(C)(C)C(=O)Nc1ccc(N2CCN(c3ccc(C(F)(F)F)cn3)CC2)nc1	101	3	-4	-19	10	103	-2	-9	3
Fc1ccc(-[n+]2nc(Nc3ccccc3)sc2-c2ccc(OCc3ccccc3)cc2)cc1	129	-14	7	-5	-5	104	-2	4	4
CCOC(=O)CN1CC23C=CC(O2)C(C(=O)NCc2ccccc2OC)C3C1=O (stereo not given)	92	-3	25	-3	-1	89	1	-1	-13
COC(=O)c1ccc2c(=O)n(NC(C)=O)c(=S)[nH]c2c1	100	12	-7	-10	4	100	4	-1	9
N#CC1=C(N)N(c2ccccc2)C2=C(C(=O)CCC2)C1c1ccsc1 (stereo not given)	102	23	9	-6	1	101	15	-2	-2
O=C(CN1CCN(Cc2ccccc2)CC1)N/N=C/C=C/c1ccccc1[N+](=O)[O-]	113	5	7	1	1	107	-5	-1	28
CCC(C)NC(=O)C1CCN(c2nc(C)cc(C)n2)CC1 (stereo not given)	99	20	20	-3	-5	99	-7	0	0
Cc1nc(NC(=O)c2ccc(-c3cc4ccccc4oc3=O)cc2)ccc1Br	101	10	35	-9	2	100	-2	0	-2
COc1ccccc1N1CCN(C(=O)CSc2nc3ccccc3o2)CC1	101	0	5	2	3	97	-7	-1	2
Cc1csc(SCC(=O)c2ccc(S(=O)(=O)N3CCOCC3)cc2)n1	98	3	-8	8	3	97	14	2	-3
O=C1CCCc2c1nc(-c1ccccc1F)n2O	99	32	13	-1	0	100	-1	0	0
COc1ccc(NC(=O)c2cncc(Br)c2)cc1S(=O)(=O)N1CCCCC1	103	14	26	-2	1	103	2	4	0
O=C1CCC(=O)N1c1ccccc1OS(=O)(=O)c1ccccc1	108	-1	-44	-4	-8	103	0	4	6
CCOc1ccc(NC(=O)CCSc2nnc(C)s2)cc1	107	10	14	-5	2	102	4	-4	4
S=C(Nc1ccc(Br)cc1Cl)Nn1cnnc1	83	3	-21	-9	7	84	77*	4	-12
CCOc1ccccc1CN1CCN(S(C)(=O)=O)CC1	104	6	-2	1	8	106	-6	-1	4
O=C1OCC/C1=C\OCCCO/C=C1\CCOC1=O	98	9	17	-2	-2	92	-1	6	1
CCCc1cc(=O)oc2cc(OCC(=O)NCCCn3ccnc3)ccc12	98	-6	-10	-16	8	99	10	-7	4
Cc1ccc(CNC(=O)C(C(=O)NCc2ccc(C)o2)c2ncc(C(F)(F)F)cc2Cl)o1	88	-5	-3	-10	10	89	1	-2	-11
COCCN=c1scc(-c2ccccc2)n1/N=C/c1c[nH]c2ccccc12	103	-28	8	0	-3	116	-2	5	1
Cc1nnc2n(Cc3ccccc3)c(=O)c3c4c(sc3n12)COC(C(C)C)C4 (stereo not given)	.	-11	3	-4	4	.	3	0	.
O=C(Nc1cccc(Cl)c1N1CCCC1)c1cccc(-c2cc3ccccc3oc2=O)c1	101	-18	-9	6	-2	106	4	3	4
Cc1cc(Nc2n[nH]c(N)c2C#N)ccc1F	103	-8	10	-5	6	99	14	3	-1
O=S(=O)(c1ccc(Oc2ccc(Br)cc2)cc1)N1CCOCC1	105	-6	0	-2	-10	104	-2	0	7

Among those listed so far, these contain a nitro group on carbon:
SMILES	MEKK2wt PB1 HTS	SUMO HTRF inh	NALP1 inh	pCIP destab	IDE inh	MEKK3 PB1 HTS	PfM18AAP inh	IDE cell activ	MEKK2 mut-MEK5
O=C(CSc1nnc(-c2ccc([N+](=O)[O-])cc2)o1)Nc1ccccn1	86	2	21	-9	-1	94	8	-1	-8
O=c1oc2ccccc2c(Nc2ccccc2)c1[N+](=O)[O-]	104	12	5	-3	-8	103	-1	6	4
O=C(CN1CCN(Cc2ccccc2)CC1)N/N=C/C=C/c1ccccc1[N+](=O)[O-]	113	5	7	1	1	107	-5	-1	28
